# High-throughput results (PubChem)
# Mcl1 Noxa PPI – Mcl-1/Noxa interaction inhibition; inhibition, % at 21.7 µM; 220,000 tested, 1.5% active; AID 1022; TR-FRET Mcl-1/Noxa peptide binding, 2 h; Q07820;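 active means compounds that cut the protein-peptide binding signal by more than 50% relative to plate controls in a single-dose test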;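 further: His-tagged Mcl-1 with rhodamine Noxa BH3 peptide and terbium anti-His antibody; 0% = Mcl-1 plus Noxa peptide wells and 100% = peptide-only wells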
# Target sequence (Q07820 whole entry, looked up): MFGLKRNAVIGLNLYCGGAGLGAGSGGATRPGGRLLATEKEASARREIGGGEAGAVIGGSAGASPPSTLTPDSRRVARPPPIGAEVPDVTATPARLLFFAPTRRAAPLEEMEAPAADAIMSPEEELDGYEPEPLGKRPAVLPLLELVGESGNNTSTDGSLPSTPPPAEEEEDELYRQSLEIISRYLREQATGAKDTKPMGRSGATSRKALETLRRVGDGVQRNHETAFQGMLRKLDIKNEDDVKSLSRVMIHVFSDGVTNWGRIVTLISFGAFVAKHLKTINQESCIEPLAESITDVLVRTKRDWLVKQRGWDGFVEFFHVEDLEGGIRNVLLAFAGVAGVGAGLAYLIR
# Rac1 wt modul – human Rac1 wildtype GTP binding, inhibitors and activators; P63000; GST-Rac1 beads, fluorescent GTP binding, flow cytometry; actives lie on both sides; 0 = cold GTP competed, 100 = untreated; GTP binding activity (% of control), % at 10 µM; 190,000 tested, 0.27% active;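 active means GTP binding activity at least 20 points away from the 100% control level, either lower or higher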
# HRas wt GTP bind – changes GTP binding to wildtype human HRas; P01112; GST-Ras wt beads, Bodipy-FL-GTP binding, flow cytometry; actives lie on both sides; 190,000 tested, 0.14% active; AID 759; GTP binding activity, % at 10 µM;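 active means GTP binding activity at least 20% away from the 100% baseline, either lowered as inhibitor or raised as activator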;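 further: 0% = unlabeled GTP competition control and 100% = no-compound control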
# Target sequence (P01112 whole entry, looked up): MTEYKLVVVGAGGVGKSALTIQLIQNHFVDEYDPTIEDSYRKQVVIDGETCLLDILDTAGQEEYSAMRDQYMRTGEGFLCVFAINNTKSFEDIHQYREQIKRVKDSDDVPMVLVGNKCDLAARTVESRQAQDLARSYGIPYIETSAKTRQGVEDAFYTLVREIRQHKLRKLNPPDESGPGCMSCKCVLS
# Bim-Mcl-1 – disrupts Bim peptide binding to human Mcl-1 | Q07820 | Bead-based flow cytometry, Bim peptide-Mcl-1 binding | inhibition, % at 10 µM | 190,000 tested, 0.1% active; in the data active means inhibition above about 40%;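 further: 0% = no compound tracer wells and 100% = peptide blocker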
# Rab7 wt GTP bind – modulators of GTP binding to dog Rab7 wildtype GTPase; GST-Rab7 beads, fluorescent GTP binding, flow cytometry; actives lie on both sides; untreated = 100%, excess cold GTP = 0%; 190,000 tested, 0.055% active; GTP binding activity (percent of control), % at 10 µM;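 active means fluorescent GTP binding to Rab7 beads changed by at least 20 points from the 100% baseline, either direction, mostly lower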;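 further: median green fluorescence of bound Bodipy-FL-GTP per Rab7 bead population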
# Mcl1-Bid inh – disrupts binding of human Mcl-1 to Bid peptide. Q07820. TR-FRET Mcl-1/Bid-Dy647 peptide binding, 1536-well. inhibition, % at 21.7 µM. 220,000 tested, 0.97% active. AID 1021;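 active means compounds that cut the binding signal by more than half at the single screening dose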;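 further: His-tagged Mcl-1 with europium anti-His antibody binding Bid BH3 peptide; 0% = Mcl-1 plus peptide wells and 100% = peptide-only wells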
# Rab2A wt mod – changes GTP binding to wildtype dog Rab2A, up or down | AID 760 | P61105 | 190,000 tested, 0.19% active | GTP binding activity, % at 10 µM | GST-Rab2 wt beads, Bodipy-GTP binding, flow cytometry;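 active means GTP binding activity at least 20 points away from 100%, either lowered or raised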;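 further: 0% = beads with excess unlabeled GTP and 100% = no-compound control corrected for plate trend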
# Pf gamet viab – P. falciparum stage V gametocyte viability inhibition; 150,000 tested, 0.065% active; inhibition, % at 10.9 µM; P. falciparum stage V gametocytes, ATP luminescence, 24 h;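 active means inhibition above the mean plus 3 SD of compounds within the control limits, set per campaign, cut at about 38% in these data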;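 further: 0% = DMSO wells and 100% = medium only without gametocytes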
# Avidin bead fluor – avidin bead compound fluorescence profile; Avidin beads, compound fluorescence 488/530 nm, flow cytometry; active compounds read high; fluorescence (KMESF) at 10 µM; 220,000 tested, 0.38% active; AID 1775; in the data active means fluorescence above about 47; further: inactives centre near 10
# Rac1 mut GTP – alters GTP binding to activated mutant human Rac1; 190,000 tested, 0.11% active; percent activity (GTP binding), % at 10 µM; P63000; GST-Rac1 activated beads, fluorescent GTP binding, flow cytometry; actives lie on both sides; 100% means binding = to untreated wells; AID 764;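 active means GTP binding at least 20 percentage points away from the 100% baseline, in either direction, so actives lie on both sides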
# Cdc42 wt – human Cdc42 wildtype GTP binding change, either direction; percent activity (GTP binding), % at 10 µM; P60953; GST-Cdc42 beads, Bodipy-GTP binding, flow cytometry; actives lie on both sides; 190,000 tested, 0.2% active;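 active means percent activity GTP binding at least 20 points away from the 100% baseline, either down as inhibitor or up as activator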;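 further: median bead fluorescence of bound Bodipy-FL-GTP at 100 nM; 0% = excess unlabeled GTP control and 100% = no compound control; below 100% means less GTP binding so inhibitor and above means activator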
# Target sequence (P60953 whole entry, looked up): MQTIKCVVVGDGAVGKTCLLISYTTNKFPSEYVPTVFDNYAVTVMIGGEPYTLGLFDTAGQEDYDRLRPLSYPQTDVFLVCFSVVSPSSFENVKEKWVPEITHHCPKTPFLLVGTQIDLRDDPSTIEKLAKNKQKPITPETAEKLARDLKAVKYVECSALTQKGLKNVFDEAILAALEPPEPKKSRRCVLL
# The depositor's hits bear a star; . = no result given.
SMILES,Mcl1 Noxa PPI,Rac1 wt modul,HRas wt GTP bind,Bim-Mcl-1,Rab7 wt GTP bind,Mcl1-Bid inh,Rab2A wt mod,Pf gamet viab,Avidin bead fluor,Rac1 mut GTP,Cdc42 wt
CCOC(=O)C1=C(c2ccccc2)OC(N)=C(C#N)C1c1ccncc1 (centres undefined),-1,96,92,7,93,-27,92,-4,6,95,94
COc1ccc(-c2noc(CCC(=O)Nc3cc(OC)ccc3OC)n2)cc1,-1,97,98,-1,98,-5,98,7,6,98,98
CC(OC(=O)CCc1nc2ccccc2c(=O)[nH]1)C(=O)Nc1ncc(Cl)cc1Cl (centres undefined),17,102,97,1,98,4,98,5,12,98,97
COC(=O)c1ccc(C(NC(=O)OCc2ccccc2)/C(F)=C/[C@@H](C)C(=O)NCc2ccc(-c3ccccc3)cc2)cc1 (some centres undefined),7,106,101,-3,100,3,102,.,10,100,105
O=C(Nc1ccc(N2CCN(C(=O)c3cccs3)CC2)cc1)c1cccnc1,-1,99,100,0,106,-39,101,8,11,98,97
CCOc1ccc(CCNC(=O)C2=C(C)C(=O)OC23CCC(C)CC3)cc1 (centres undefined),-4,107,100,-4,96,-7,100,.,6,99,102
COc1ccc(Oc2coc3cc(OC(=O)N4CCOCC4)ccc3c2=O)cc1,-2,110,100,-5,98,-56,101,.,6,103,97
COC(=O)c1cc(Br)ccc1OC(=O)c1cccnc1,19,100,99,-8,100,1,100,1,26,98,100
COc1ccc(NC(=O)c2cc(SC)ccc2Cl)cc1,-1,100,94,-5,93,-60,98,.,21,97,96
COc1cc(C(=O)NNC2=CC(=O)CC(C)(C)C2)cc(OC)c1OC,7,105,101,-4,102,-81,100,15,15,100,101

# 10 neighbouring compounds from above, for reference:
SMILES,Mcl1 Noxa PPI,Rac1 wt modul,HRas wt GTP bind,Bim-Mcl-1,Rab7 wt GTP bind,Mcl1-Bid inh,Rab2A wt mod,Pf gamet viab,Avidin bead fluor,Rac1 mut GTP,Cdc42 wt
CCOC(=O)C1=C(c2ccccc2)OC(N)=C(C#N)C1c1ccncc1 (centres undefined),-1,96,92,7,93,-27,92,-4,6,95,94
COc1ccc(-c2noc(CCC(=O)Nc3cc(OC)ccc3OC)n2)cc1,-1,97,98,-1,98,-5,98,7,6,98,98
CC(OC(=O)CCc1nc2ccccc2c(=O)[nH]1)C(=O)Nc1ncc(Cl)cc1Cl (centres undefined),17,102,97,1,98,4,98,5,12,98,97
COC(=O)c1ccc(C(NC(=O)OCc2ccccc2)/C(F)=C/[C@@H](C)C(=O)NCc2ccc(-c3ccccc3)cc2)cc1 (some centres undefined),7,106,101,-3,100,3,102,.,10,100,105
O=C(Nc1ccc(N2CCN(C(=O)c3cccs3)CC2)cc1)c1cccnc1,-1,99,100,0,106,-39,101,8,11,98,97
CCOc1ccc(CCNC(=O)C2=C(C)C(=O)OC23CCC(C)CC3)cc1 (centres undefined),-4,107,100,-4,96,-7,100,.,6,99,102
COc1ccc(Oc2coc3cc(OC(=O)N4CCOCC4)ccc3c2=O)cc1,-2,110,100,-5,98,-56,101,.,6,103,97
COC(=O)c1cc(Br)ccc1OC(=O)c1cccnc1,19,100,99,-8,100,1,100,1,26,98,100
COc1ccc(NC(=O)c2cc(SC)ccc2Cl)cc1,-1,100,94,-5,93,-60,98,.,21,97,96
COc1cc(C(=O)NNC2=CC(=O)CC(C)(C)C2)cc(OC)c1OC,7,105,101,-4,102,-81,100,15,15,100,101

# Additional structures follow.
SMILES,Mcl1 Noxa PPI,Rac1 wt modul,HRas wt GTP bind,Bim-Mcl-1,Rab7 wt GTP bind,Mcl1-Bid inh,Rab2A wt mod,Pf gamet viab,Avidin bead fluor,Rac1 mut GTP,Cdc42 wt
COc1ccc(S(=O)(=O)Oc2ccc3c(c2)O/C(=C\c2cccnc2)C3=O)cc1,5,104,102,0,99,10,101,.,3,99,104
CC1(C)CNC(=O)C=C(c2ccccc2)C1,14,100,98,-6,100,-32,99,.,35,98,99
CC(=O)Nc1ccc(S(=O)(=O)N2CCN(CC(=O)NC3CCCC3)CC2)cc1,19,103,97,-1,90,21,98,.,7,97,102
CCOc1ccccc1OCCCOc1ccc([N+](=O)[O-])cc1Cl,-1,103,103,-1,93,-8,95,-26,20,95,98
Cc1ncn(-c2ccc(C(=O)Oc3ccccc3)cn2)n1,4,96,97,2,103,-9,96,8,15,92,91
CS(=O)(=O)Nc1ccc2c(c1)nc1n2CCOC1,12,99,99,-3,100,-6,100,.,11,96,100
O=C(Nc1ccc(Cl)cc1)Nc1ccc(N2CCOCC2)cc1,.,88,93,-5,91,-19,90,.,12,91,93
N#CCN1CCN(CC(=O)Nc2ccc(OCc3ccccc3)cc2)CC1,4,103,102,-2,104,-23,102,.,16,99,102
O=P(O)(O)c1ccccc1OCCCCCOc1ccccc1P(=O)(O)O,22,95,98,0,94,24,96,.,12,91,96
CCOC(=O)C1C(C#N)=C(N)OC(C)=C1c1ccncc1 (centres undefined),19,101,102,0,96,-56,104,-19,14,100,103

# Arranged by value in Bim-Mcl-1 (falling): some entries from above.
SMILES	Bim-Mcl-1
CS(=O)(=O)Nc1ccc2c(c1)nc1n2CCOC1	-3
O=C(Nc1ccc(Cl)cc1)Nc1ccc(N2CCOCC2)cc1	-5
CC1(C)CNC(=O)C=C(c2ccccc2)C1	-6

# Going on with the list.
SMILES,Mcl1 Noxa PPI,Rac1 wt modul,HRas wt GTP bind,Bim-Mcl-1,Rab7 wt GTP bind,Mcl1-Bid inh,Rab2A wt mod,Pf gamet viab,Avidin bead fluor,Rac1 mut GTP,Cdc42 wt
COc1ccc(N2CCCn3c2nc2c3c(=O)n(Cc3ccccc3)c(=O)n2C)c(OC)c1,14,96,95,-2,96,-33,95,8,21,95,96
NNC(=O)c1ccc(N2CCc3ccccc32)c([N+](=O)[O-])c1,25,96,93,-3,96,-29,98,14,11,87,93
COc1cc(C2CC(=O)NC3=C2C(=O)CC(C)(C)C3)ccc1O (centres undefined),27,101,101,-1,102,-2,105,-18,24,100,101
CN(C(=O)COC(=O)CNC(=O)CNC(=O)c1ccc(Cl)cc1Cl)c1ccccc1,-7,96,95,0,96,-39,94,-11,11,92,96
Brc1ccc(C2=Nn3c(nnc3-c3cccnc3)SC2)s1,12,88,94,2,94,-26,92,.,16,95,92
O=C(NC1CCCCC1)c1ccc(CNc2nc(=S)[nH]c3ccccc23)cc1,-8,94,95,-1,103,-38,99,19,.,94,94
CCOC(=O)N1CCC(NC(=O)CN2C(=O)CCSc3ccccc32)CC1,-15,105,105,-2,100,3,102,.,28,101,104
Cc1occc1C(=O)NNC(=O)c1ccc(F)cc1,-1,104,106,0,98,-17,105,.,9,103,106
COCCCn1c(=N)c(C(=O)NCC2CCCO2)cc2c(=O)n3cccc(C)c3nc21 (centres undefined),9,100,99,-9,98,-7,99,9,8,101,101
Cc1onc(-c2c(Cl)cccc2Cl)c1C(=O)Nc1ccc2c(c1)OCCO2,8,103,104,-1,109,-17,105,17,18,99,106
CCCCCC(C)n1[nH]c(=O)c2c(C)cc(C)nc21 (centres undefined),10,102,98,-1,102,-27,99,.,8,99,99
CCC(C(=O)NC(C)(C)C)N(C(=O)Cn1nnc(-c2ccccc2F)n1)c1cnc2ccccc2c1 (centres undefined),8,98,100,-23,107,-1,98,.,27,95,96
CC(C)CC(=O)NC(NC(=S)Nc1sc2c(c1C#N)CCCC2)C(Cl)(Cl)Cl (centres undefined),2,102,101,-4,102,-30,100,-8,35,99,102
O=C(C1CC12CCCC2)N1CCC(CO)(Cc2ccccc2Cl)CC1 (centres undefined),-6,101,95,1,95,-7,96,.,12,95,98
COc1ccc(C(=O)NCCSCc2ccccc2C)cc1,-13,101,103,-2,101,-40,104,.,10,98,100
CCn1c(COc2cc(C)cc(C)c2)nnc1SCC(=O)N1CCN(c2ccccc2)CC1,6,99,98,-2,98,-48,96,-4,12,97,97
O=C(CCCn1c(=O)c2sccc2n(Cc2ccc(F)cc2)c1=O)NCc1ccco1,10,104,107,-3,101,-22,105,.,12,102,106
CCC(=O)NC(=S)NNC(=O)c1ccccc1[N+](=O)[O-],-61,99,100,-6,104,-109,99,13,10,94,100
COc1ccc(C2CC(c3ccccc3)=NN2C(=S)Nc2ccccc2)cc1 (centres undefined),-19,100,102,-25,107,-25,97,28,25,96,96
O=C(NCc1ccc2c(c1)OCO2)c1ccc(CN2CCc3ccccc3C2)cc1,2,101,104,-1,96,-21,104,.,13,101,101
COc1ccccc1N=CC=C1OC(C)(C)C(C)(C)O1,-6,94,95,1,98,-41,94,-7,5,93,92
C=CCn1c(SCC(=O)Nc2ccccc2C)nnc1-c1ccncc1,-8,104,103,1,103,-18,103,.,13,95,101
CC(CCc1ccccc1)NC(=O)C(=O)NCCc1ccccc1 (centres undefined),41,100,98,-2,101,-4,98,-10,2,98,103
CCN1CCN(c2ncc(C(=O)Nc3cc(Cl)c(OC)cc3OC)c3ccccc23)CC1,2,104,102,-2,105,-12,101,18,5,98,103
COC(=O)Nc1nnc(COc2cccc(C)c2)s1,13,99,99,0,103,3,98,-7,13,97,98
CC1=NOC(=O)/C1=C\c1ccc(-c2cc(Cl)ccc2Cl)o1,53*,88,95,-3,94,41,93,0,14,90,93
Cc1ccccc1-n1c(O)c(/C=N/N2CCCCC2c2cccnc2)c(=O)[nH]c1=O (centres undefined),-4,107,105,-2,103,-24,102,.,13,103,105
COC(=O)CSc1nc2c(c(-c3ccco3)c1C#N)CCCC2,25,102,101,-4,102,-2,101,.,11,98,98
CCCc1cc(=O)[nH]c(SCC(=O)Nc2cc(C)on2)n1,11,90,92,-1,93,4,92,-12,23,93,90
OCCN(Cc1ccccc1)CC(O)COc1ccc(-c2ccccc2)cc1 (centres undefined),18,100,95,-2,96,-7,96,-4,11,95,97
COc1ccc(-c2ncccc2OC(=O)C23CC4CC(CC(C4)C2)C3)cc1,27,95,93,-7,93,30,95,17,7,99,94
O=C(Nc1ccc(N2CCOCC2)c(Cl)c1)c1cc2ccccc2o1,3,111,103,-4,102,6,100,.,8,101,103
Cc1ccc2cccc(SCC(=O)N3CCOCC3)c2n1,9,106,103,0,103,-5,103,0,8,102,105
CN(C)S(=O)(=O)c1cccc(NC(=S)N/N=C/C(=O)c2ccccc2)c1,-77,101,99,-5,98,-49,98,-3,16,99,99
CC1(c2ccccc2)NC(=O)N(CCN2C(=O)c3ccccc3C2=O)C1=O (centres undefined),16,99,101,-2,101,-8,97,17,42,98,99
O=C(Nc1ccc(F)cc1F)N1CCCC(c2nc(-c3ccc(F)cc3)no2)C1 (centres undefined),0,99,99,-1,105,-9,100,1,10,97,98

# Hits appear at their usual frequency (roughly 2.7% active in at least one column).
